SMARCA2 activ: increases SMARCA2 function in MMTV reporter cells. AID 652017. MG213 cells, MMTV-luciferase reporter, dexamethasone, overnight. 1% of 370,000 active. activation, % at 9.1 µM; in the data active means activation above about 7.8%;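 further: 0% = vehicle wells and 100% = reference activator wells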
DAX1 inh-1: DAX1 (NR0B1) inhibition, primary screen | HEK293T StAR-luciferase reporter, SF-1/DAX-1 repression relief | inhibition, % at 6.8 µM | 1.1% of 370,000 active | AID 652010;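 active means inhibition above the mean over all tested compounds plus 3 SD, cut at about 3.6% in these data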;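 further: 0% = DAX-1 cells with DMSO and 100% = cells lacking DAX-1 with DMSO; higher inhibition means more luminescence from relief of DAX-1 repression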
hgDAF-12 ag: hgDAF-12 agonism, primary luciferase screen. HEK293 GAL4-hgDAF12 UAS-luciferase reporter, agonist luminescence; normalized to butyrate control. AID 687014. 1.8% of 370,000 active. activation, % at 6.8 µM;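 active means activation above a cutoff set at the mean of all screened compounds plus 3 SD, cut at about 10% in these data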;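 further: 0% = DMSO wells and 100% = sodium butyrate wells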
ADAM17 inh: ADAM17 inhibition, QFRET primary screen. P78536. recombinant ADAM17, EDANS/DABCYL FRET peptide cleavage. inhibition, % at 6.95 µM. 0.83% of 370,000 active;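 active means inhibition above the mean of compounds lying between control limits plus 3 SD, set per campaign, cut at about 8.5% in these data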;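 further: 0% = DMSO-only wells as the low control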
Target sequence (P78536 215-824 limits assumed): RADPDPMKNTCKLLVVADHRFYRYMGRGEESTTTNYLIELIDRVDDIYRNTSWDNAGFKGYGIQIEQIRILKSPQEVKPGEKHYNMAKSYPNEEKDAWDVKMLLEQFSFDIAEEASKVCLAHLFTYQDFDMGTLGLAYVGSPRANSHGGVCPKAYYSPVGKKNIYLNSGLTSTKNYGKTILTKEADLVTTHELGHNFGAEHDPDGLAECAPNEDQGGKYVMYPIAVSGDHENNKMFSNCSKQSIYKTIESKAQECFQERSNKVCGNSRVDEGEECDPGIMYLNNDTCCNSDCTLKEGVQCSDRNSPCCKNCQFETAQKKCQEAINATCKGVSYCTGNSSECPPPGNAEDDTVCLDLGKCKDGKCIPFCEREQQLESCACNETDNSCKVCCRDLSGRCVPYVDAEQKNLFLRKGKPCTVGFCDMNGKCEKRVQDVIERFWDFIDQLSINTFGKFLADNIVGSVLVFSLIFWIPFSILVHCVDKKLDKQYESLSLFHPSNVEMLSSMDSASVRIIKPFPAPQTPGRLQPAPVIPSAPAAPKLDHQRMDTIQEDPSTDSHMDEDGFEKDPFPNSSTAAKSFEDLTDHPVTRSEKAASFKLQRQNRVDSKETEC
hcDAF12 agonist: activators of H. contortus DAF-12 nuclear receptor; HEK293 hcDAF-12 lit1-tk-luc reporter, luminescence; 0% DMSO, 100% Δ7-dafachronic acid; activation, % at 6.8 µM; 1.4% of 370,000 active;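 active means activation above the mean of all tested compounds plus 3 SD, cut at about 5.5% in these data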;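 further: 100% = response to 3 µM Δ7-dafachronic acid high control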
NPR1 activator: GC-A (human) enzyme activation. activation, % at 10 µM. AID 1671463. P16066. HEK293 GC-A cells, cGMP TR-FRET, EC30 ANP; 0% at EC30 ANP, 100% saturating ANP. 0.14% of 370,000 active; in the data active means activation above about 40%
PG9 Ab binder: PG9 antibody binding by small molecule | TR-FRET gp120-PG9 antibody binding | inhibition, % at 6.7 µM | 0.43% of 360,000 active | AID 624416; in the data active means inhibition above about 8.5%
ADAM10 inh: inhibits human ADAM10. O14672. recombinant ADAM10, EDANS/DABCYL FRET peptide cleavage, 3 h. inhibition, % at 7 µM. 0.62% of 370,000 active. AID 720582;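 active means inhibition above a per-campaign cutoff equal to the mean of compounds falling between control-based bounds plus 3 SD, cut at about 20% in these data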;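 further: 0% = DMSO wells while the 100% control is not disclosed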
Target sequence (O14672 214-748 limits assumed): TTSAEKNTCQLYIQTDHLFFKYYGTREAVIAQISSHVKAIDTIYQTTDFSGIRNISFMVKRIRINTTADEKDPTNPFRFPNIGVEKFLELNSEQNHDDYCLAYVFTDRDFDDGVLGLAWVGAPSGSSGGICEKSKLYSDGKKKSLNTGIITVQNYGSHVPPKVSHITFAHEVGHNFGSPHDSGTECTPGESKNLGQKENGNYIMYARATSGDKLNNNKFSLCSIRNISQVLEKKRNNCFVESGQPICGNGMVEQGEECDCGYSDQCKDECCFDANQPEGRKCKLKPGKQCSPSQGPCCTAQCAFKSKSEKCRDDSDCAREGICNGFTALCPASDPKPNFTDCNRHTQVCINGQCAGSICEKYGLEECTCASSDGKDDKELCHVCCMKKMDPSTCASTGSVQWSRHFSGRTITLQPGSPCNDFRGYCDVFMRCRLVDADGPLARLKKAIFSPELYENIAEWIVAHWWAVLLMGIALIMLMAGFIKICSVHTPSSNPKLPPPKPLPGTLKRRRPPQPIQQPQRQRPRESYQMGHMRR
ssDAF12 agonist: activators of S. stercoralis DAF-12 nuclear receptor; 1% of 370,000 active; HEK293 ssDAF-12/GRIP1 lit1-tk-luc reporter, luminescence; % of 3 µM dafachronic acid response; activation, % at 6.8 µM;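 active means activation above the mean over all tested compounds plus 3 SD, cut at about 0.9% in these data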;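 further: 0% = DMSO-only wells and 100% = 3 µM delta7-dafachronic acid wells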
FXN GAA850 act: activators of GAA850 frataxin (FXN) promoter. 0.56% of 360,000 active. HEK293 lucGAA850 FXN promoter luciferase reporter, 24 h; percent of 10 µM SAHA response. activation, % at 6 µM;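 active means activation above the average of all compounds screened plus 3 SD, cutoff fixed separately per campaign, cut at about 7.5% in these data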;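 further: 0% = DMSO wells and 100% = 10 µM SAHA wells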
DAX1 inh-2: inhibitors of human orphan nuclear receptor DAX1 (NR0B1). AID 504766. 0.99% of 340,000 active. HEK293 Gal4-DAX1 luciferase reporter, luminescence. inhibition, % at 6.75 µM. P51843;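 active means inhibition above the mean over all tested compounds plus 3 SD, cut at about 4.2% in these data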;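 further: 0% = DAX1-transfected cells with DMSO and 100% = empty-vector control cells with DMSO; inhibition shows as a rise in luminescence from relieved DAX1 repression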
Starred values were filed as active, the others as inactive; i = inactive; / = not tested or not shown.

Order of values: ssDAF12 agonist, ADAM10 inh, NPR1 activator, hgDAF-12 ag, DAX1 inh-2, FXN GAA850 act, ADAM17 inh, SMARCA2 activ, PG9 Ab binder, DAX1 inh-1, hcDAF12 agonist
COc1ccc(CCNC(=O)CN(c2ccc(OC)c(OC)c2)S(=O)(=O)c2ccccc2)cc1OC
 : -1.2, -5, 0, 0.2, 0.8, 2.5, -1, -1, 0.4, -0.4, -1.1
CCCCN(C(=O)CCCSc1nc2ccccc2[nH]1)c1c(N)n(Cc2ccccc2)c(=O)[nH]c1=O
 : -1.2, -6, 5, -0.5, 0.0, 2.2, -9, -1, -0.7, -0.6, -0.8
COC(=O)[C@@]12CCCCC3=C1N(CCC3)C(=O)[C@H]2CC(=O)N1CCOCC1
 : -1.3, -6, 3, -0.2, /, /, -5, -2, /, -0.8, -2.8
COc1ccccc1N1CCN(C(=O)COc2cc(C)cc(C)c2)CC1
 : -1.8, 1, -4, -2.7, 0.1, -0.2, -7, -2, 0.8, -0.1, -2.0
CC1=C(C(=O)OCC2CCCO2)C(c2coc3ccccc3c2=O)C2=C(CCCC2=O)N1 (configuration not stated)
 : -0.7, -21, 1, -1.9, 4.2*, 1.7, -9, -4, 2.0, -0.7, 4.9
O=c1c2ccccc2nc(SCc2cn3ccsc3n2)n1-c1ccccc1
 : -1.8, -2, -2, -2.3, -0.4, 3.6, 0, 1, -0.9, -1.5, -2.5
CSCCC(NS(=O)(=O)c1ccc2c(c1)oc(=O)n2C)C(=O)NCc1ccccc1 (configuration not stated)
 : -1.1, 0, -1, -0.4, 1.7, 1.8, 2, -2, 0.0, 0.0, -1.7
COc1ccc(-c2cc(C(=O)NC(C)c3ccccn3)c3ccccc3n2)cc1OC (configuration not stated)
 : -0.1, -22, 3, 1.5, -0.1, 0.2, -4, -1, -0.2, -1.4, 0.0
CCc1ccc(-n2ccc(=O)c(C(=O)O)n2)cc1
 : -0.3, 2, 0, 1.6, 1.6, 2.6, -2, -3, 1.2, 0.4, -1.0
COc1ccc(/C=N/n2c(C)nc3ccccc3c2=O)cc1
 : -0.5, 4, -2, 1.6, -0.4, 2.0, -1, 1, -2.7, 0.4, -1.4
COc1ccc(C)cc1N(C(=O)c1cccc(F)c1)c1nc2ccccc2s1
 : 0.0, 5, -2, 1.4, 0.2, -0.9, 3, 0, 1.5, 0.2, 6.5*
Cc1ccc2nc(COC(=O)c3cccnc3Cl)cc(=O)n2c1
 : -0.1, -234, 3, 1.6, 1.5, 2.2, -59, 0, 1.2, -0.4, -0.3
O=C(c1cc2c(ccc3ccccc32)o1)N1CCN(c2ncc(C(F)(F)F)cc2Cl)CC1
 : -0.8, 5, -7, -1.1, 0.1, -1.0, 2, 2, -0.6, 0.4, -1.9
COc1ccc2c(=O)cc(-c3cccnc3)oc2c1OC
 : -1.3, -8, -2, -0.5, 1.4, 1.2, -3, -3, 1.4, 0.2, -2.5
CCn1c(SCC(=O)NC2CCCc3ccccc32)nnc1-c1ccncc1 (configuration not stated)
 : -0.7, -1, 2, 1.4, 0.9, 2.1, -1, 2, -3.9, -0.5, 0.1
CCOc1ccc(-n2c(SCC(=O)Nc3ccccc3C)n[nH]c2=O)cc1
 : -1.4, 3, 3, -2.2, 0.0, 0.0, -3, -1, -2.5, -0.8, -0.8
CCn1c(=O)c(C(=O)NCCc2ccccc2)c(O)c2ccccc21
 : -1.5, 1, 4, 1.1, -0.3, 0.6, -4, 1, -0.8, 0.3, -1.5
CCC(NC(=O)Cn1cnc2c(=O)n(C)c(=O)n(C)c21)c1ccccc1 (configuration not stated)
 : -1.2, 2, 0, -3.2, 1.6, -0.3, 1, -2, -1.7, -0.2, -0.6
N#Cc1c(SCC(=O)O)nc(N2CCCCC2)c2c1CCCC2
 : -1.1, 1, 2, 0.5, 1.5, 1.2, -3, -2, -0.2, 0.3, -0.6
COc1cccc(-n2cn[nH]c2=S)c1
 : 0.0, -7, 0, 1.6, 1.5, 1.9, -4, -1, -0.9, 0.2, 2.1

3 of the entries above in order of their number in ADAM17 inh, falling.
SMILES	ssDAF12 agonist	ADAM10 inh	NPR1 activator	DAX1 inh-2	ADAM17 inh	SMARCA2 activ	PG9 Ab binder	DAX1 inh-1	hcDAF12 agonist
COc1ccc(C)cc1N(C(=O)c1cccc(F)c1)c1nc2ccccc2s1	0.0	5	-2	0.2	3	0	1.5	0.2	6.5*
COc1ccc2c(=O)cc(-c3cccnc3)oc2c1OC	-1.3	-8	-2	1.4	-3	-3	1.4	0.2	-2.5
CCn1c(=O)c(C(=O)NCCc2ccccc2)c(O)c2ccccc21	-1.5	1	4	-0.3	-4	1	-0.8	0.3	-1.5

Further compounds follow.
Order of values: ssDAF12 agonist, ADAM10 inh, NPR1 activator, hgDAF-12 ag, DAX1 inh-2, FXN GAA850 act, ADAM17 inh, SMARCA2 activ, PG9 Ab binder, DAX1 inh-1, hcDAF12 agonist
COc1ccc(CCNC(=O)c2ccc3c(c2)OCO3)cc1
 : -0.9, 2, 2, 1.1, 1.5, 2.4, -2, 4, 1.7, 0.2, -0.6
Cc1cc(CN2CCC(n3nccc3NC(=O)c3ccccc3Cl)CC2)cc(C)c1O
 : -1.6, 0, -3, 0.7, 0.0, -0.5, -2, 2, -0.4, -0.1, -2.1
O=C(NC1(C(F)(F)F)NC(=O)N(C2CCCC2)C1=O)C1CC1 (configuration not stated)
 : -0.9, 7, 0, -1.6, 1.5, 0.8, 0, 1, -1.5, -0.9, -0.1
COc1ccc(S(=O)(=O)N=C2C=C(C)C(=O)C(C)=C2)cc1
 : -1.5, 2, 8, -0.8, 0.5, -1.2, 2, -1, -1.0, -0.5, -0.2
COCCCNC(=S)N1CCCN(c2nc3cc(C)ccc3cc2C#N)CC1
 : -1.9, -126, /, -0.5, 1.5, 1.3, -49, -4, -1.7, -1.8, -2.7
Cc1ccc2c(CC(=O)OCC(=O)Nc3ccc(Cl)cn3)coc2c1
 : -0.3, -1, -2, -1.4, -1.5, -2.3, 3, -3, -1.3, 0.0, -1.1
Cn1c(CNc2ccccc2)cc(=O)n(C)c1=O
 : -0.9, -1, 1, 1.1, 1.6, -3.0, -3, -3, -1.9, -0.3, -1.7
Cc1cc(C(=O)COC(=O)c2ccc(N)c([N+](=O)[O-])c2)c(C)n1-c1ccc2c(c1)OCO2
 : -1.9, 8, 4, 1.1, -0.5, 0.2, 2, -1, -1.5, -0.6, -1.8
O=C(NCCc1ccccc1)C1CCN(S(=O)(=O)c2ccc(-c3nn[nH]n3)cc2)CC1
 : -0.9, 1, 0, -1.9, 1.6, 0.0, 1, 1, -0.4, 1.0, 0.4
CCOCCn1c(CN2CCCCC2)nc2c1c(=O)n(C)c(=O)n2C
 : -1.6, 1, 1, 0.9, 0.9, 0.4, 1, 8.1*, -1.3, 0.7, 0.7
COC(=O)C1=CN(CC2CCCO2)C=C(C(=O)OC)C1c1cccc(O)c1 (configuration not stated)
 : -0.5, i, -5, -2.2, /, -0.1, i, -5, 1.4, -0.2, -2.0
CCCCn1c(=NC(=O)c2cccnc2)c(C(=O)OCC)cc2c(=O)n3ccccc3nc21
 : -0.8, i, 1, -0.4, -1.1, -1.2, -224, -1, 0.3, -0.5, -1.4
C=CCN1C(=O)CSC1=Nc1ccc(O)cc1
 : -1.9, 9, 0, -1.8, -2.2, -0.9, 1, 5, -2.7, -1.9, -2.1
Cc1cccc(CN2CCN(CC(=O)N3CCCC3)C2=O)c1
 : -1.3, -8, 1, -1.2, 1.1, 0.7, -4, -3, 1.8, -0.4, 0.0
CCCCOc1ccc(/C(O)=C2/C(=O)C(=O)N(CCN(C)C)C2c2ccc(O)c(OC)c2)cc1 (configuration not stated)
 : -0.3, 0, 5, -1.9, 1.7, -0.3, -3, -2, -0.7, 0.7, -1.4
Oc1ccc2c(c1)C1CCCC1(N1CCOCC1)O2 (configuration not stated)
 : -0.9, -9, 4, 0.2, 1.2, -1.2, -8, -2, -1.8, -0.1, -1.0
CCC(=O)N1CCc2cc(S(=O)(=O)NCCC(=O)Nc3cc(C)cc(C)c3)ccc21
 : -1.0, -5, -33, -0.2, -0.5, -1.9, -8, -7, -0.5, -0.1, -1.7
Cc1nn(-c2ccc(N3CCCCC3)nn2)c(C)c1CCC(=O)Nc1ccc(F)cc1
 : -0.3, -4, 0, 3.9, -0.1, 1.9, 3, 1, -0.3, 0.5, -1.0
C[C@@H]1COC(=O)[C@@H](CC(=O)OC(C)(C)C)C/C=C\C[C@H](CC(=O)N(CCO)Cc2ccccc2)C(=O)N1
 : -1.2, 4, 0, -0.8, -0.5, -0.5, 1, 1, 2.6, -0.3, -0.9
Cc1ccc(C(=O)Nc2cccc(-c3cnc4ccccc4n3)c2)cc1
 : -1.9, 0, 1, 1.4, 0.0, 0.8, -6, 2, 0.3, 0.6, 0.0
CC(=O)Oc1ccc(Cl)cc1/C=C/c1ccc2ccccc2n1
 : 0.7, -77, 19, 11*, 1.5, 6.1, -21, 2, 1.6, 1.9, 8.4*
O=C1N(c2cccc3ccccc23)C(c2ccccc2)N2CCCN12 (configuration not stated)
 : -1.2, -14, -8, -1.0, -0.1, -4.6, -5, -2, -0.6, -0.4, 0.6
Cc1cc(C)nc(NN=C2CCCC2)n1
 : -1.6, -1, -1, -2.1, -1.0, 2.6, -3, -2, -0.1, 0.1, -2.5
CC(C)Cc1cc(C(=O)N2CCCC(C(=O)c3cc(F)ccc3F)C2)n(C)n1 (configuration not stated)
 : -1.5, -1, 0, -2.9, 0.2, -0.7, 2, -3, -0.5, -0.3, -2.9
CCN(CC)S(=O)(=O)c1ccc(OCCNS(C)(=O)=O)cc1
 : -1.4, 4, -1, 0.4, 0.9, 2.4, 5, -3, -0.6, -0.4, -0.4
CCc1cc(C(c2ccc(F)cc2)N2CCOCC2)c(NC(=O)c2ccccc2)s1 (configuration not stated)
 : -0.2, 4, -10, 3.0, 0.9, 1.4, 2, -2, 0.7, 0.3, 0.3
CCOC(=O)c1cnc2c(C)cc(Cl)cc2c1N1CCN(C)CC1
 : -0.9, 9, -8, -3.3, -0.1, 3.9, 0, 1, 0.9, 0.1, -1.3
C(=C\c1ccccn1)/c1ccncc1
 : -0.9, -4, 1, 2.4, 2.6, 1.7, -5, 0, -3.9, -0.1, 0.3
O=C1Nc2ccccc2N=C(c2ccccc2)C1N(C(=O)c1ccnc2ccccc12)c1ccccc1 (configuration not stated)
 : 0.2, -10, -13, 6.4, /, /, 0, -3, -0.2, 0.3, 2.5
CCOC(=O)[C@@]12CCCC3=C1N(CCC3)C(=O)[C@H]2CC(=O)NCC1CCCCC1
 : -0.9, -9, 0, -1.4, /, /, -4, 1, /, -0.6, -2.1
CC(C)CC(=O)Nc1ccccc1N1CCN(C(=O)c2ccccc2)CC1
 : -1.2, 1, -2, 0.5, -0.9, -0.1, -3, 0, -1.4, -0.1, -1.4
O=C1C=C(N2CCCCC2)c2ccccc2C1=O
 : -1.2, -5, -5, -4.8, /, -0.1, 2, -9, -14, -2.1, 3.2
Cn1c(SCC(=O)NCc2ccc(F)cc2)nc2ccccc21
 : -1.8, -7, 3, -1.1, -0.1, -0.5, -2, 1, 1.2, 0.9, -1.9
c1ccn2c(SCc3cn4ccsc4n3)nnc2c1
 : 0.3, 4, 0, 9.3, 3.5, 0.2, -5, 0, -0.3, 3.1, 3.7
O=C(Cc1ccccc1)Nc1ccc(C(=O)Nc2ccc(O)cc2)cc1
 : -0.7, -12, -2, -2.0, -0.1, 0.2, -4, -2, -1.6, 0.2, -1.1

Compound activity from PubChem BioAssay.
